HEK293 tox = cytotoxicity in counter-screen for GLP-1R inverse agonists; 0.13% of 410,000 active; HEK293 cAMP-luciferase reporter cells, luminescence, 24 h; AID 624418; Potency, µM (highest dose often 38.3 µM), for inactives: at the top dose activity change, negative = inhibition, most hits filed as inhibitors;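 also: loss of luciferase light is scored as toxicity; potency is read from the fitted curve at half-maximal effect; % is scaled to controls: 0 for no effect and ±100 for the full control effect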
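Here, cytotoxicity is scored as loss of luminescence. The MLSMR collection was tested on cells seeded in medium containing 10% Nu serum, with a 24 hr compound exposure preceded by 12 hours of culture.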
GLP-1R inv ag = GLP-1 receptor (human) inverse agonism | 1.6% of 410,000 active | P43220 | Potency, µM (titrated, usually from 38.3 µM), inactives show at the highest dose activity change, negative = inhibition, usual class: inhibitors | HEK293 GLP-1R CRE-luciferase, luminescence, 24 h; GLP-1R form is constitutively active; also: potency is read from the fitted curve at half-maximal effect; % is scaled to controls: 0 for no effect and ±100 for the full control effect; nearly all actives have a fitted effect of over 55% in size
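Stable HEK293 clone (constitutively active GLP-1R + cAMP-response luciferase); 200 cells/uL plated, 12 h pre-culture, compound 24 hr, 37 deg C/5% CO2; detection reagent 12 min RT; luminescence.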
PI5P4Ka inh = blocks human PI5P4K alpha kinase activity. P48426. PI5P4Kalpha enzyme, ADP-Glo luminescence, 60 min; stronger effect = lower value. max response, %. 1.2% of 330,000 active; active = max response of -50% or lower; inconclusive = between -30% and -50%; inactive = -30% or higher; also: value at the top dose of about 77 µM; % is scaled to controls: 0 for no effect and ±100 for the full control effect
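Compounds were pin-transferred onto PI5P4Kalpha and substrate in HEPES pH 7.4 buffer with EGTA, CHAPS and 5% DMSO. ATP (5 microM final) started the reaction, which ran 60 minutes at room temperature before ADP-Glo detection.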
PTHR1 ag = PTHR1 (human) receptor agonism; HEK293 GP2 PTHR1 cells, GloSensor cAMP luminescence, 1 h; Potency, µM (doses to about 115 µM), for the others: at the highest dose activation, hits mostly activators; 0.075% of 410,000 active; also: potency is read from the fitted curve at half-maximal effect; nearly all actives have a fitted effect of over 55% in size; some results filed as inactive show a strong effect at the top dose; inactives centre near -15; many of its hits are not listed in these tables
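HEK-293-derived GP2 cells expressing PTHR1 and a GloSensor cAMP reporter, 3,000/well, plated overnight, given luciferin plus IBMX (each 0.5 mM as added) for 1 h at 37 °C, then compound for 1 h at 37 °C. Luminescence was read after 15 min at room temperature.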
GLP-1R agonist = agonists of human GLP-1 receptor | Potency, µM (highest dose often 45.6 µM), for the others: at the highest dose activation, usual class: activators | P43220 | HEK293 GLP-1R CRE-luciferase, luminescence, 4-6 h; cells express a hypersensitive GLP-1R form | 0.007% of 380,000 active; also: potency is read from the fitted curve at half-maximal effect; % of control where 0% means no effect
EPAC1 antag = antagonists of human EPAC1 | EPAC1 GEF assay, Rap1b-BODIPY-GDP exchange fluorescence | Potency, µM (doses to about 115 µM), for inactives: at the top dose activity change, negative = inhibition, most hits filed as inhibitors | 0.14% of 360,000 active | O95398 | AID 720709;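 also: potency is read from the fitted curve at half-maximal effect; plate controls were vehicle for no effect and positive control for full effect; nearly all actives have a fitted effect of over 50% in size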
Target sequence (O95398 whole entry, looked up): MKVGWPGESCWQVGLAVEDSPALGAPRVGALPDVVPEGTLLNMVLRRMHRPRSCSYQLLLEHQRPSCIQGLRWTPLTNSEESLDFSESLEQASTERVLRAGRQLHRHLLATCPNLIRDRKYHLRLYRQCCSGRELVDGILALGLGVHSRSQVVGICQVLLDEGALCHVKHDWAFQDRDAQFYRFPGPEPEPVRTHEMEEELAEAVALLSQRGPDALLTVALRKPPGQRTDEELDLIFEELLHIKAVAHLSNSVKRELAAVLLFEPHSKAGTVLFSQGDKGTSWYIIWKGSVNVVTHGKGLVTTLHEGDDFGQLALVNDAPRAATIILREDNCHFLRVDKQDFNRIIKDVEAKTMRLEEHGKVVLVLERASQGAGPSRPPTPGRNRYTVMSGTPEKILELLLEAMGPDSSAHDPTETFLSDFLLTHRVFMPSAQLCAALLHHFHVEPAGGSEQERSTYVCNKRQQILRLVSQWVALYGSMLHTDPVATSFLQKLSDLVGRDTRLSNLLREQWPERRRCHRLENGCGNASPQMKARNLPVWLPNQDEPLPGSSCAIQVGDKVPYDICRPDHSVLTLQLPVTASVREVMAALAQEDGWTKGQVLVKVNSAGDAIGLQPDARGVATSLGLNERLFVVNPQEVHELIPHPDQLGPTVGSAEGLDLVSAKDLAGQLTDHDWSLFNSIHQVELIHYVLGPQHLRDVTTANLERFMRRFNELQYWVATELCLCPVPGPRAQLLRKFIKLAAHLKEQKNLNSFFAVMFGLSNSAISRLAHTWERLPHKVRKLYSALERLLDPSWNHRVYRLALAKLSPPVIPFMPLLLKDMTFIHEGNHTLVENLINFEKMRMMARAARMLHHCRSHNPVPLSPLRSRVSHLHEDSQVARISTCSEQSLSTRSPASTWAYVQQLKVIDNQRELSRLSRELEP
IL-2 act = activators of IL-2. AID 652025. activation, % (series mostly up to about 46 µM). 0.065% of 360,000 active. IL-2 activation reporter assay, cell-based qHTS; stimulated with anti-CD3/CD4/CD28 beads; in transgenic mouse T cells; in the data active = activation above about 50%; inconclusive = mostly about 30% to 49%; also: 0% is about no effect
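EGFP and DsRed fluorescence is measured by plate cytometry in unstimulated transgenic mouse T cells exposed to compound for 60 minutes, then stimulated 18 hours at 37 degrees C with anti-CD3/anti-CD4 beads plus anti-CD28.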
EPAC1 ag = activates human EPAC1 exchange factor | AID 720707 | Potency, µM (top dose mostly 154 µM), inactives show top-dose activation, usual class: activators | 0.073% of 360,000 active | EPAC1 agonist qHTS, biochemical assay; response scale: 100% = response to 6.5 mM cAMP; also: potency is read from the fitted curve at half-maximal effect; nearly all actives have a fitted effect of over 60% in size
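Compounds were pinned as a concentration titration into mixtures of EPAC1 (100 nM), BODIPY-GDP-loaded Rap1B (250 nM) and GDP (50 uM). After 5 min at room temperature, fluorescence was followed for 30 min; activity was scaled to 6.5 mM cAMP.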
PLK1 PBD inh = PLK1 (human) polo-box domain binding inhibition. Plk1 PBD binding of FITC phosphopeptide, fluorescence polarization. Potency, µM, for inactives: max response, negative = inhibition, most hits filed as inhibitors. 2.8% of 360,000 active; also: potency is read from the fitted curve at half-maximal effect; series mostly up to about 57 µM; % is scaled to controls: 0 for no effect and ±100 for the full control effect; nearly all actives have a fitted effect of over 65% in size
* = called active by the depositor; i = inactive; ? = inconclusive; . = not tested or not shown; [ ] = another dose, or the depositor's remark. Unless noted, calls follow the shape of the dose curve; as a rule, active = well fitted curve in the direction sought with a large enough effect; inconclusive = small, poorly fitted or top-dose-only effect, or another doubt; inactive = no such curve, though single readings can be large; an effect the other way counts as inactive or inconclusive. The list is partial; count on the stated rates, not on these rows.

compound	HEK293 tox	GLP-1R inv ag	PI5P4Ka inh	PTHR1 ag	GLP-1R agonist	EPAC1 antag	IL-2 act	EPAC1 ag	PLK1 PBD inh
CCOc1ccc(Br)cc1C(=O)N/N=C/c1cccc(C)n1	4%	20%	-1	i	3%	0%	-0.1	5%	-10%
COc1cc(/C=C2\SC(=Nc3ccc(N4CCOCC4)cc3)N(C)C2=O)ccc1OC(C)C(=O)O (stereo not given)	-23%	25%	-19	-3%	3%	-8%	-0.3	-18%	-4%
COCCNC(=O)c1nn2c(C(F)(F)F)cc(-c3ccccc3)nc2c1Cl	6%	-7%	2	i	-1%	-16%	0.5	-4%	11%
Cc1cc(=O)cc(C)[nH]1	-11%	22%	.	i	-4%	8%	-1.3	-3%	-7%
CC(C)c1ccc(Nc2nc(Cl)nc(NCc3ccco3)n2)cc1	-25%	?	4	29%	7%	-12%	-2.5	-24%	-25%
N#CCCN(Cc1ccccc1)C(CCc1ccccc1)C(=O)NC1CCCCC1 (stereo not given)	-20%	?	15	-10%	-6%	-10%	-0.6	3%	10%
COc1ccc(CN2CCN(C(=O)c3cccs3)CC2)cc1	1%	3%	-1	-41%[inhibitor]	1%	?	-4.2	-4%	-3%
Clc1cccc(C2CCN(Cc3nc(COc4ccccc4)no3)C2)c1 (stereo not given)	2%	?	11	-11%	3%	-2%	-3.0	11%	-10%
O=S(=O)(c1c(Cl)sc(Cl)c1Br)N1CCCC1	-16%	?	-1	-24%	20%	-16%	-0.5	-8%	0%
N/C(Cc1cccc2ccccc12)=N\OC(=O)COc1ccccc1	-8%	?	16	i	4%	1%	-0.1	8%	3%
CSc1nsc(SCC(=O)Nc2cccc(NC(C)=O)c2)n1	7%	11%	-9	-16%	7%	-3%	1.6	8%	-10%
CCCCP(=O)(CCCC)Cc1ccccc1	1%	2%	-4	-7%[57.5 µM]	-7%	26%	0.2	2%	-7%
CCOC(=O)CC1NC(=O)c2ccccc21 (stereo not given)	13%	0%	6	i	1%	10%	-1.5	5%	-5%
Cc1ccc(NC(=O)CN2CCc3cc4c(cc3C2C)OCCCO4)cc1 (stereo not given)	-1%	?	10	-7%	11%	?	-3.2	15%	-7%
Cc1ccc2c(c1)c1ncn(Cc3ccc(F)cc3)c(=O)c1n2C	-11%	2%	0	-2%	16%	-10%	-0.6	7%	-2%
S=C1NCN(CCc2ccccc2)CN1	-1%	11%	-3	-47%[inhibitor]	8%	-6%	-1.7	-7%	2%
COC(=O)[C@H](Cc1c[nH]c2ccccc12)NC(=O)Cc1c[nH]c2ccccc12	-15%	?	-2	-7%	-2%	-2%	-2.2	5%	-6%
CCOC(=O)c1c(N2C(=O)Nc3cc(Cl)c(Cl)cc3N2O)sc2c1CCCCC2	-12%	?	?	-22%[57.5 µM]	-10%	50µM*	-0.6	-12%	13µM*
Nc1nnc(-c2ccc(Cl)cc2)s1	-21%	21%	.	-21%[57.5 µM]	0%	7%	3.5	6%	-4%
COc1ccc(-c2cc(-c3nc4ccccn4c3NCc3ccccc3)ccc2OC)cc1	?	?	-10	-95%[inhibitor]	-14%	-16%	-0.5	-20%	-9%

Reprinted at random: 6 records from the list
compound	HEK293 tox	GLP-1R inv ag	PI5P4Ka inh	PTHR1 ag	GLP-1R agonist	EPAC1 antag	IL-2 act	EPAC1 ag	PLK1 PBD inh
Cc1cc(=O)cc(C)[nH]1	-11%	22%	.	i	-4%	8%	-1.3	-3%	-7%
N/C(Cc1cccc2ccccc12)=N\OC(=O)COc1ccccc1	-8%	?	16	i	4%	1%	-0.1	8%	3%
CC(C)c1ccc(Nc2nc(Cl)nc(NCc3ccco3)n2)cc1	-25%	?	4	29%	7%	-12%	-2.5	-24%	-25%
CCCCP(=O)(CCCC)Cc1ccccc1	1%	2%	-4	-7%[57.5 µM]	-7%	26%	0.2	2%	-7%
COCCNC(=O)c1nn2c(C(F)(F)F)cc(-c3ccccc3)nc2c1Cl	6%	-7%	2	i	-1%	-16%	0.5	-4%	11%
Clc1cccc(C2CCN(Cc3nc(COc4ccccc4)no3)C2)c1 (stereo not given)	2%	?	11	-11%	3%	-2%	-3.0	11%	-10%

(next part)
compound	HEK293 tox	GLP-1R inv ag	PI5P4Ka inh	PTHR1 ag	GLP-1R agonist	EPAC1 antag	IL-2 act	EPAC1 ag	PLK1 PBD inh
CCN(C(=O)CN1CCN(c2ccc(OC)cc2)CC1)c1c(N)n(Cc2ccccc2)c(=O)[nH]c1=O	-11%	7%	3	i	-11%	9%	-0.1	-5%	-11%
NNC(=O)CN1C(c2ccccc2)=Nc2ccc(Br)cc2C1c1ccccc1 (stereo not given)	0%	-10%	4	-25%	1%	-10%	-6.1	-5%	-9%
COc1ccc(NC(=O)N2CCN(c3cccc(C(F)(F)F)c3)CC2)cc1OC	-6%	?	16	-41%	-1%	?	1.1	-10%	-6%
O=c1c2ccccc2c(C=NCc2ccccn2)c(O)n1-c1ccccc1Cl	0%	70%[activator]	-6	i	12%	-4%	-0.1	6%	-7%
CCc1ccc(CN(Cc2cccnc2)C(=O)/C=C/c2ccc(OC)cc2)cc1	-7%	?	2	-28%	19%	-13%	0.5	12%	20%
O=C(N/N=C/c1cn(-c2cccs2)nc1-c1ccccc1)c1ccccc1O	?	?	-1	-57%[inhibitor]	-11%	-27%	-1.8	2%	18%
Cc1[nH]c2ccccc2c1C(=O)COC(=O)c1nccnc1N	-14%	6%	-26	-14%	0%	-13%	0.4	2%	-2%
O=C(CN(Cc1ccc(F)cc1)C(=O)Cn1nnc2ccccc21)NCC1CCCO1 (stereo not given)	5%	5%	.	i	0%	3%	-0.5	-3%	-1%
CN(C)N1C(N)=C(C#N)C(c2ccccc2Cl)C2=C1CCCC2=O (stereo not given)	4%	4%	-8	i	0%	3%	4.1	-3%	0%
COc1ccc(-n2nnnc2SCC(=O)Nc2c(C)n[nH]c2C)cc1	-8%	27%	1	-1%	4%	-6%	-0.3	-2%	1%
Cc1cc(C(=O)Nc2sccc2C(N)=O)c(C)o1	3%	44%[activator]	?	i	12%	-21%	-0.7	1%	-23%
CCOC(=O)c1oc2ccc(S(=O)(=O)n3nc(-c4ccccc4)cc3N)cc2c1C	-13%	-25%	5	-32%	9%	-9%	-4.5	-2%	1%
COc1ccc(NC2=CC(=O)CC(c3ccccc3)C2)c(OC)c1 (stereo not given)	-10%	-25%	.	-49%[inhibitor][57.5 µM]	20%	4%	-1.8	9%	-1%
Cc1cc(Br)c(S(=O)(=O)NCc2cccnc2)cc1C	11%	-13%	0	-2%	0%	-13%	0.5	-8%	-4%
Cc1cccc(C(C)C)c1NC(=O)COC(=O)CCC(=O)N(CC(C)C)c1c(N)n(CC(C)C)c(=O)[nH]c1=O	-2%	28%	1	-3%	-6%	4%	-1.3	-10%	-4%
Cc1cc(C)n2nc(/C(C#N)=C/c3ccccn3)c(C#N)c2n1	?	?	-10	-16%	15%	-5%	-0.8	8%	-27%
CSc1ncccc1C(=O)OCC(=O)NCc1ccc2c(c1)OCO2	5%	5%	15	i	15%	-2%	-1.4	10%	-7%
COc1ccc(N(CC(=O)NC2CCCC2)C(=O)c2ccc(N3CCCCC3)nc2)cc1	2%	?	2	i	8%	7%	2.6	5%	3%
COc1ccc(-c2[nH]ncc2-c2csc(C)n2)c(O)c1	-6%	-21%	-1	0%	-3%	15%	0.5	-3%	-14%
Cc1occc1C(=O)O/N=C(\N)c1ccc(Cl)cc1	?	?	5	i	9%	-6%	0.2	2%	-13%

A draw from above in order of SMILES length, high to low:
compound	HEK293 tox	GLP-1R inv ag	PI5P4Ka inh	PTHR1 ag	GLP-1R agonist	EPAC1 antag	IL-2 act	EPAC1 ag	PLK1 PBD inh
COc1ccc(-n2nnnc2SCC(=O)Nc2c(C)n[nH]c2C)cc1	-8%	27%	1	-1%	4%	-6%	-0.3	-2%	1%
Cc1cc(Br)c(S(=O)(=O)NCc2cccnc2)cc1C	11%	-13%	0	-2%	0%	-13%	0.5	-8%	-4%
Cc1cc(C(=O)Nc2sccc2C(N)=O)c(C)o1	3%	44%[activator]	?	i	12%	-21%	-0.7	1%	-23%

Remaining list, next part
compound	HEK293 tox	GLP-1R inv ag	PI5P4Ka inh	PTHR1 ag	GLP-1R agonist	EPAC1 antag	IL-2 act	EPAC1 ag	PLK1 PBD inh
CC1(CO)COC2(OC1)C(=O)Nc1ccccc12 (stereo not given)	16%	4%	3	-12%	-8%	-5%	-0.9	10%	-3%
Cn1c(CCc2ccccc2)nnc1SCC(=O)N1CCCC1	-15%	4%	-5	-6%	8%	-5%	1.1	5%	-2%
COc1ccc(NC(=O)c2ccccc2Cl)c(NC(=O)c2ccco2)c1	?	-4%	-19	-7%	13%	-1%	1.6	3%	-13%
COc1ccc(C(O)P(=O)(OCC(C)C)c2ccc(N(C)C)cc2)c(OC)c1 (stereo not given)	1%	3%	-1	i	12%	-19%	-2.2	-3%	-9%
S=C(NCc1ccc(Cl)cc1)Nc1ccccc1Cl	0%	?	-7	i	-10%	11%	-1.3	1%	-6%
CN(C(=O)COC(=O)C1CCN(S(=O)(=O)c2ccc3c(c2)OCCO3)CC1)c1ccccc1	9%	-6%	3	-8%	-3%	-7%	-3.9	9%	0%
COc1ccc([C@H]2CC(=O)c3c(O)cc(O)cc3O2)cc1O	-8%	16%	-5	-14%	8%	-4%	-0.7	13%	-7%
O=C(CSc1nc(=O)n(CCCN2CCOCC2)c2c1CCCC2)Nc1cccc(F)c1	4%	-17%	9	-22%	2%	2%	-4.0	-6%	-7%
O=C(O)C1CCc2sc3[nH]c(=S)n(-c4ccccc4)c(=O)c3c21 (stereo not given)	2%	15%	?	-2%	-4%	-2%	-0.7	-1%	?
CC1(C(=O)NS(=O)(=O)c2ccc(C#N)cc2)CCN1C(=O)C1CCCCC1 (stereo not given)	-1%	7%	-4	-14%	-1%	-4%	-0.6	5%	6%
